EWS-Fli block: inhibitors of EWS/Fli oncoprotein transcriptional activity. A673 NR0B1-luciferase reporter, viability-normalised. 0.67% of 350,000 active. inhibition, % at 12.6 µM;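 active = mean inhibition of at least 50% after viability correction, with every replicate also passing that limit; inconclusive = mean reaches 50% but only one of two replicates passes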;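 also: firefly luciferase signal divided by Alamar Blue viability fluorescence both relative to DMSO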
DENV2 CPE rescue: DENV2-induced cell death inhibition; DENV2-infected cells, cytopathic effect rescue, plate reader; CPE inhibition, % at 9.99 µM; 1.7% of 350,000 active; AID 651640; in the data active = CPE inhibition above about 20%, passing the limit was not always enough; inconclusive = no clear call, values can overlap the other calls; tested in BHK-21 cells;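 also: 0% = median of neutral control wells and 100% = median of positive control wells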
XiGFP reactiv: activators of X-chromosome reactivation in mouse fibroblasts. XiGFP mouse fibroblasts, % GFP-positive cells imaging, 3 d; cells co-treated with 5-aza-dC sensitizer; scaled so ellipticine positive control = 100%. activation, % at 7.58 µM. 0.055% of 360,000 active. AID 743238;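 active = mean normalized replicate activation at least 10% and every replicate at or above 10%; inconclusive = only one of the two criteria met; inactive = mean below 10% and not all replicates reach 10%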;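 also: 0% = median of on-plate neutral control wells and 100% = ellipticine 6 µM median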
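Material: SV40-immortalized XiGFP fibroblast cells, line 68-5-11 | Buffer or medium: DMEM containing 5-aza-dC | Dosing: One concentration, pinned | Times: 3 d treatment, 15 min room-temperature fixation | Controls: Ellipticine 6 µM positive control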
ARNT-TACC3 inh: disruptors of human ARNT/TACC3 interaction; Q9Y6A5; AlphaScreen His-ARNT PAS-B/GST-TACC3 binding, luminescence; TACC3 fragment carries E629A point mutation; inhibition, % at 9.99 µM; 0.66% of 390,000 active; AID 623870;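 active = mean inhibition of replicates at least 50% and at least half of replicates each reaching 50%; inconclusive = half or more replicates reach 50% but mean below 50%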;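 also: 0% = complete ARNT plus TACC3 wells and 100% = ARNT alone without TACC3; many hits fall short of the cut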
ERp5 inh: ERp5 (human) disulfide isomerase inhibition; Q15084; ERp5 insulin aggregation, absorbance 650 nm, 90 min; inhibition, % at 9.99 µM; 0.05% of 350,000 active;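 active = mean replicate inhibition above about 25%, with every replicate also reaching it, limit read from the data, passing the limit was not always enough; inconclusive = only one of those two criteria met; inactive = neither criterion met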
Target sequence (Q15084 whole entry, looked up): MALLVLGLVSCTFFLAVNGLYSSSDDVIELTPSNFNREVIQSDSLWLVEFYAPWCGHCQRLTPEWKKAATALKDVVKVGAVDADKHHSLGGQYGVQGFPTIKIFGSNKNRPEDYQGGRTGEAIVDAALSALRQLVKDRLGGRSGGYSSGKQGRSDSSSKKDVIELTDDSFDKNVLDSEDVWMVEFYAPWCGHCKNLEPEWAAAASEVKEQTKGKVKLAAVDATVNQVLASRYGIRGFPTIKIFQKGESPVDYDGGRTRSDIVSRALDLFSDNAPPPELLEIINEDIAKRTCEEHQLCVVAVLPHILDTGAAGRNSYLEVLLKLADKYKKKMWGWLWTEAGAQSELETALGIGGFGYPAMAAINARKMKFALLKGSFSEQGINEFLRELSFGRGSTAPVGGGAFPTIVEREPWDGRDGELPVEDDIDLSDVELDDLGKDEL
PAX8 reporter: inhibitors of PAX8 transcriptional activity in RMG-I cells; 1.2% of 360,000 active; inhibition, % at 12.6 µM; RMG-I TPO-luciferase reporter, SteadyGlo, 24 h;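 active = mean replicate inhibition at least 60% with every replicate also reaching 60%; inconclusive = only one of the two criteria is met; inactive = mean below 60% and not all replicates reaching 60%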;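 also: luciferase light reporting Pax8 driven TPO promoter activity; plate controls were median of neutral control wells for no effect and mitoxantrone controls for full effect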
CFTR F508del cor: correctors of CFTR F508del function in bronchial epithelial cells. CFBE cells, YFP halide quenching; stimulated with forskolin plus potentiator P3; % fluorescence drop versus neutral controls. activity (quench increase), % at 7.58 µM. 0.36% of 350,000 active;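 active = mean added fluorescence quench of at least 8% versus neutral control, with both replicates also reaching 8%; inconclusive = only one of the mean or replicate conditions met; inactive = mean below 8% and not both replicates reaching 8%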;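 also: cells transiently co-express mutant CFTR-F508del with the halide-sensitive YFP; corrector assay measuring rescue of mutant channel to the surface after 24 h compound exposure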
GSIS activator: GLuc luminescence reporter in INS-1E cells, primary screen for activators of glucose-dependent secretion of insulin; 0.61% of 370,000 active; activation, % at 16.6 µM; INS-1E GLuc reporter insulin secretion, 2-3 h; AID 743287;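 active = lowest replicate activation of at least 40%, so every replicate reaches that level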;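 also: 0% = median of neutral control wells and 100% = median of IBMX positive control wells; some compounds called inactive have numbers as strong as hits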
Starred values were filed as active, the others as inactive; ? = inconclusive; / = not tested or not shown; & = joins results of further samples; ! = not active in a repeat.

molecule | EWS-Fli block | ERp5 inh | XiGFP reactiv | DENV2 CPE rescue | CFTR F508del cor | PAX8 reporter | GSIS activator | ARNT-TACC3 inh
O=C(O)CN1C(c2ccccc2O)Nc2ccc(Br)cc2C1c1ccccc1 (configuration not stated) | 4 | -1 | 0.3 | -3 | -1.3 | -4 | -3 | 19
O=C(NCc1ccccn1)c1ccc2c(c1)N(Cc1ccccc1)CCS2 | 1 | 7 | / | 5 | 1.6 | 2 | 2 | 11
COc1ccc(-c2noc(-c3ccc(Br)o3)n2)cc1 | -75 | 1 | 0.0 | 3 | 0.1 | -148 | / | -1
COc1ccc(S(=O)(=O)Nc2ccc3c(c2)CC(=O)N([C@@H](C)CO)C[C@H](C)[C@@H](CN(C)Cc2ccc(-c4ccccc4)cc2)O3)cc1 | 38 | 5 | -0.6 | -4 | 3.9 | ? | 1 | -8
Cc1ccc(NC2SC(=O)N(Cc3cccc(C(=O)O)c3)C2=O)c(C)c1 (configuration not stated) | 8 | 5 | 0.1 | 5 | -1.4 | 14 | 47 | 3
O=C(Nc1cccc(F)c1)N1CC(=O)N2[C@@H](CO)[C@H](c3ccc(-c4ccccc4F)cc3)[C@@H]2C1 | / | 2 | 0.0 | -1 | -0.9 | / | -11 | /
Cc1ccc(C(=O)CCC(=O)N2CCN(C/C=C/c3ccccc3)CC2)cc1 | -1 | 2 | -0.1 | 4 | -3.3 | -1 | -2 | /
O=C1C=C(c2ccc(C(=O)O)cc2)C[C@@H](c2ccc(Cl)cc2)C1 | 10 | -4 | -0.1 | -6 | 1.5 | -36 | 0 | -7
CCCN1[C@@H]2c3ccc(-c4cccc(OC)c4)c(=O)n3C[C@@H]2[C@@H](CO)[C@@H]1C(=O)OC | -10 | 0 | 0.0 | -6 | 1.0 | -14 | 3 | 3
C[C@@H]1CN([C@H](C)CO)C(=O)c2cc(NC(=O)c3ccncc3)ccc2O[C@@H](C)CCCCO[C@@H]1CN(C)S(=O)(=O)c1ccccc1 | -8 | 5 | 0.0 | 2 | 0.2 | -5 | -14 | 0
O=C(C[C@@H]1C[C@H]2c3cc(NC(=O)Nc4ccccc4F)ccc3O[C@H]2[C@H](CO)O1)NCC(F)(F)F | -6&-7 | 84*! | 0.0&0.4 | 13&-7 | -1.8&-0.5 | -26 | 5&4 | /
COCCN1CC(C(=O)N2CCC(Oc3ccccc3OC)CC2)CCC1=O (configuration not stated) | -11 | 7 | 0.3 | 0 | -0.8 | 19 | 2 | -4
O=C(CN1CCC(NC(=O)c2ccc(Br)cc2)CC1)NCc1cccs1 | 4 | 3 | 0.0 | 2 | 2.1 | -3 | 0 | 6
COc1ccc(NC(=O)N(C)C[C@H]2OCCCC[C@@H](C)Oc3ccc(NC(=O)Nc4ccc(C(F)(F)F)cc4)cc3C(=O)N([C@@H](C)CO)C[C@H]2C)cc1 | -9 | 5 | 0.3 | 19 | 6.6 | -2 | 14 | 9
O=C(NCc1ccccc1)[C@H]1[C@H](CO)[C@H]2Cn3c(cccc3=O)[C@@H]1N2Cc1cccnc1 | 1 | -2 | 0.2 | 6 | -0.6 | -2 | 19 | -3
CCc1noc(C)c1C(=O)OCC(=O)Nc1ccccc1SC | 0 | 1 | 0.1 | 0 | 0.3 | 5 | 5 | -3
CCOc1ccc(C(=O)N2CCN(c3cnn(-c4ccccc4)c(=O)c3Cl)CC2)cc1 | -7 | -8 | 0.0 | 1 | -0.8 | 25 | -1 | 1
CCN(CC)c1nc(-c2ccc(C(=O)NN)cc2)nc(-c2ccc(C(=O)NN)cc2)n1 | 6 | 1 | 0.2 | -1 | 2.7 | -17 | -12 | 4
O=C(Nc1cc(S(=O)(=O)Nc2ccccc2Cl)ccc1O)c1cc2c(s1)CCCC2 | 6 | -59 | 0.0 | -2 | 2.0 | 0 | 0 | -14
COc1ccc2c3c(n(C)c2c1)[C@H](CO)N(C(=O)c1ccc(F)cc1)CC31CCN(C(=O)c2ccc(F)cc2)CC1 | 16 | -14 | 0.3 | 1 | 1.0 | / | -13 | /
CCC(=O)N[C@@H]1CC[C@@H](CCn2cc(-c3cccc(OC)c3)nn2)O[C@@H]1CO | -55 | 0 | 0.5 | ? | -2.7 | -8 | 17 | 0
CO[C@H]1CN(C)C(=O)c2cc(NC(=O)Nc3ccccc3F)ccc2OC[C@@H](C)N(C(C)=O)C[C@H]1C | -9 | 3 | 0.0 | 3 | 1.0 | 8 | -15 | 8
CCOC(=O)c1[nH]c(=S)[nH]c1C | 1 | 6 | 0.0 | 2 | 0.4 | -12 | 12 | -4
Cc1ccc(-c2nc(-c3ccccn3)no2)cc1[N+](=O)[O-] | 37 | 0 | 0.4 | 1 | -0.9 | -25 | 8 | 0
CCN(CC)CCC(=O)N1C/C(=C/c2ccccc2)C(=O)/C(=C\c2ccccc2)C1 | 82* | -1 | -0.2 | -3 | -7.8 | -13 | -16 | 3
CC1=C(C(=O)N(C)C)CC(CC(=O)NCCCN(C)C)C(=O)N1Cc1ccccc1 (configuration not stated) | -8 | 1 | 0.1 | -11 | -4.3 | 10 | 27 | /
O=C(/C=C/c1cccs1)Nc1cccc(NC(=O)/C=C/c2cccs2)n1 | -4 | 3 | -0.1 | -4 | / | -11 | / | -4
O=C(CN1C(=O)COc2ccccc21)N1CCCc2ccccc21 | -14 | -1 | / | -10 | -0.7 | / | 1 | 15
COCCNC(=O)c1cc(-c2ccccc2C)nn1CC1CC(c2cccnc2)=NO1 (configuration not stated) | 13 | -3 | 0.0 | -1 | -3.7 | 5 | 8 | 2
CCC(=O)Nc1ccc2c(c1)C(=O)N(C)C[C@H](OC)[C@@H](C)CN(Cc1ccccn1)[C@@H](C)CO2 | -3 | 9 | 0.0 | 3 | 1.7 | 6 | 6 | -9
Oc1ccccc1-c1nc(NC2CCCC2)c2ccccc2n1 | 18 | 3 | -0.1 | -3 | 2.8 | -24 | -5 | 5
O=C(CN1C(=O)c2ccc([N+](=O)[O-])cc2C1=O)NC1CCS(=O)(=O)C1 (configuration not stated) | -6 | 0 | -0.1 | -1 | 4.4 | -6 | 32 | 0
Oc1ccc2ccccc2c1CNc1ccccn1 | 10 | 3 | 0.4 | -1 | 0.8 | 22 | -24 | 2
CC(C)(C)NC(=O)Cn1c(=O)oc2ccc(Cl)cc21 | -1 | -3 | -0.1 | -1 | 4.0 | 22 | -4 | -4
CC(C)NC(=O)N1CC[C@H]2[C@@H]1c1cc(C#Cc3cccnc3)ccc1N(C)[C@H]2CO | 1 | 1 | 0.0 | 4 | -2.4 | 20 | 2 | 19
COc1ccc(-c2nn(C)c(=O)[nH]2)cc1 | 10 | 0 | 0.0 | -7 | -2.5 | 3 | 1 | -10
NC(=O)NC(=O)CSc1nc2cc([N+](=O)[O-])ccc2n1-c1cccc(C(F)(F)F)c1 | 45 | -6 | 2.0 | -4 | -1.4 | 7 | -37 | -3
CCn1cc(CNC(=O)c2ccc(C)s2)cn1 | -4 | -5 | 0.0 | 1 | 1.3 | -14 | -2 | 12
C[C@H]1CN([C@@H](C)CO)C(=O)c2cc(C#CC3CCCCC3)cnc2O[C@@H]1CN(C)C(=O)c1ccncc1 | -12 | 1 | 0.5 | 5 | -0.5 | 12 | -9 | -4
CCCNC(=O)C[C@@H]1CC[C@H]2[C@@H](COC[C@@H](O)CN2C(=O)c2ccc(F)cc2)O1 | -1 | -1 | 0.0 | -1 | -0.4 | 0 | 4 | 3
CC1CC(C)CN(S(=O)(=O)c2cc3c(cc2Cl)NC(=O)CO3)C1 (configuration not stated) | 9 | 7 | 0.1 | -4 | -0.6 | -1 | -11 | -2
O=S(=O)(N[C@@H]1CC[C@@H](CCn2cc(C3(O)CCCC3)nn2)O[C@H]1CO)c1ccccc1 | -1 | -1 | -0.3 | / | 0.8 | -2 | -1 | 2
Cc1ccc(N2C(=O)CC(Sc3nc(-c4ccccc4)c4cc(Cl)ccc4n3)C2=O)c(C)c1 (configuration not stated) | / | / | 0.1 | / | / | 21 | -12 | -6
Cc1ccc(S(=O)(=O)N2CCC(C(=O)OCc3c(C)noc3C)CC2)cc1C | -5 | -1 | 0.0 | 2 | 2.6 | -18 | 5 | -4
CCC1Sc2ccc(S(=O)(=O)N3CCN(c4ccccc4)CC3)cc2NC1=O (configuration not stated) | / | 2 | 0.1 | -5 | -0.8 | -9 | -6 | -8
Cc1ccc(CCNC(=O)C2CCC(CNc3c(N4CCCC4)c(=O)c3=O)CC2)cc1 (configuration not stated) | -5 | -5 | 0.1 | -3 | 1.4 | 10 | -3 | 5
CCOc1ccc(NC(=O)CSc2nc3cc(C(=O)NCC4CCCO4)ccc3c(=O)n2CC2CCCO2)cc1 (configuration not stated) | 6 | 3 | -0.1 | 0 | -0.7 | 1 | -6 | /
O=C(Nc1nnc(SCC(=O)N2CCCCC2)s1)c1c(F)cccc1F | 5 | 6 | 0.0 | 0 | -0.5 | -21 | 2 | /
CO[C@H]1CC[C@H]2CCN(C)C(=O)C[C@H](c3ccccc3)CN(C)C(=O)c3cccc(C#N)c3OC[C@H]1O2 | 0 | 0 | -0.1 | 0 | / | -3 | 4 | 2
Cc1ccc(NC(=O)CNC(=O)N2CC(=O)Nc3ccccc32)cc1F | / | -5 | 0.0 | -4 | 0.4 | -2 | 6 | -1
CCc1cc(C(=O)NNC(=S)NC2CCCCC2)cs1 | -33 | 3 | 0.0 | 0 | 0.2 | -149 | -31 | 7
C[C@@H]1CN([C@@H](C)CO)C(=O)c2cc(C#Cc3ccccc3F)cnc2O[C@@H]1CN(C)S(=O)(=O)c1ccccc1 | 6 | -9 | 0.0 | ? | 0.8 | / | -10 | -6
Cc1c(C(=O)c2ccc(Cl)c([N+](=O)[O-])c2)c2ccccn2c1CCC#N | / | / | 0.0 | / | / | 25 | 37 | 17
CC(C)(C)[S@@](=O)N1Cc2cc(C(=O)N[C@H]3CCN(Cc4ccccc4)C3)nc(-c3cccc(-c4ccncc4)c3)c2[C@H]1CCO | -10 | 0 | -0.1 | 1 | 0.8 | 1 | -21 | /
CCCCC(=O)N=c1sc2cc([N+](=O)[O-])ccc2n1C | 2 | -3 | 0.0 | 4 | -3.0 | -2 | 3 | -36
COc1ccc(OC)c(-c2nnc3n2N=C(c2ccc(OC(F)F)c(OCC4CC4)c2)CS3)c1 | ? | 3 | 1.2 | -9 | 5.1 | 44 | -1 | -4
O=C(NCc1ccc(OC(F)(F)F)cc1)C1CC(c2ccccc2[N+](=O)[O-])=NO1 (configuration not stated) | 5 | -2 | 0.3 | 16 | -1.4 | -103 | 3 | -5
O=C(CCC(=O)Nc1nnc(C2CCCCC2)s1)NCc1ccc(F)cc1 | / | 5 | 0.1 | 3 | -4.8 | 3 | 32 | 0

Screens as filed in PubChem BioAssay.
